All columns: NCI-60 one-dose screen, growth in % after 48 h at 10 µM unless noted; 100 = growth as untreated, 0 = no growth, -100 = all killed.
MOLT-4 – MOLT-4 leukemia cells; AID 1794779; actives 6.9% (n = 80,000)
K-562 – K-562 leukemia. actives 7.4% (n = 78,000)
RPMI-8226 – RPMI-8226 leukemia cells; actives 7.5% (n = 77,000); AID 1794781
MDA-MB-231 – MDA-MB-231 breast cancer; actives 5% (n = 81,000)
MDA-MB-435 – MDA-MB-435 melanoma | actives 7.8% (n = 82,000)
MDA-MB-468 – MDA-MB-468 breast cancer | actives 8.5% (n = 78,000)
CCRF-CEM – CCRF-CEM leukemia; actives 7% (n = 77,000); AID 1794778
SR – SR leukemia cells; actives 8.7% (n = 73,000)
* hit, by the source's call; / = not tested or not shown; & = joins results of further samples. The calls were made as follows: active = growth percent below 10; inactive = the rest.

#	SMILES	MOLT-4	K-562	RPMI-8226	MDA-MB-231	MDA-MB-435	MDA-MB-468	CCRF-CEM	SR
1	CCC1CCCCCC1=O (configuration not stated)	99	108	/	/	118	104	100	98
2	CSc1nc2c(c(=O)n1C)CN(Cc1ccccc1)C=N2	89	87	85	103	112	89	91	96
3	O=c1nc(-c2ccccc2)c2cc(-c3ccc(N4CCCC4)nc3)ccc2[nH]1	44	16	72	60	-2.0*	48	55	18
4	Nc1cc(S(N)(=O)=O)ccc1O	69	87	94	105	111	102	107	/
5	COc1ccc(S(=O)(=O)NC2c3ccccc3CC2O)c(OC)c1 (configuration not stated)	103	97	103	103	98	113	101	99
6	Cc1ccc(NC(=O)Nc2ccc(Nc3ncnc4sc5c(c34)CCNC5)cc2)cc1Cl	96	89	78	75	104	98	74	70
7	CN(C)c1nc2c(cnn2C)c(=O)[nH]1	112	107	97	96	104	110	98	110
8	O=C1C=C(C(O)c2cccc3c2OCO3)C(=O)c2ccccc21 (configuration not stated)	/	/	/	84	115	113	100	/
9	COC(=O)C[C@](O)(CCC(C)C)C(=O)O[C@H]1C(OC)=C[C@@]23CCC(=O)N2CCc2cc4c(cc2[C@@H]13)OCO4	92	102	100	108	102	106	99	93
10	CC(C)CCC[C@@H](C)[C@H]1CC[C@H]2[C@@H]3CC=C4c5sc(Nc6ccc(F)cc6F)nc5CC[C@]4(C)[C@H]3CC[C@]12C	103	100	108	101	102	109	103	109
11	COc1ccc2c(CCc3ccc(Cl)cc3)c3[n+](cc2c1OC)CCc1cc2c(cc1-3)OCO2	73	33	21	67	1.8*	-12*	65	34
12	CCCCC[C@@H](O)c1ccccc1[C@@H]1O[C@@H](CCC(=O)OC)[C@H](O)[C@H]1O	100	94	100	99	109	97	105	95
13	CN(C)c1ccc(C(=O)/C=C/c2ccc([N+](=O)[O-])cc2)cc1	97	94	68	111	107	95	94	95
14	COc1cccc(-c2cn3c(ccc4ccccc43)n2)c1	49	13	32	45	-26*	34	27	32
15	NCCCNC(=O)OCc1ccc2c(Cl)cc(Cl)c(O)c2n1	76	77	89	103	84	90	66	69
16	Cc1c(O)n2ncnc2[nH]c1=O	92	100	102	107	104	110	96	88
17	C=C1CCC2C3(C)COC(c4cc(F)cc(F)c4)OC3CCC2(C)C1C/C=C1/C(=O)OCC1O (configuration not stated)	8.7*	13	14	-64*	-64*	-58*	15	7.7*
18	NC(=O)c1cc(Br)ccc1N(Cc1ccccc1)S(=O)(=O)c1ccccc1	/	107	104	105	114	96	100	104
19	Cc1cc(O)c(C(C)C)cc1N=Cc1ccc(O)cc1O	98	104	97	103	106	89	108	105
20	C1=C[C@H](c2c[nH]c3ccccc23)c2[nH]c3ccccc3c2[C@H]1c1c[nH]c2ccccc12	92	91	96	86	109	116	100	88
21	C=C1C(=O)O[C@H]2[C@H]1CC/C(COC(=O)CCCC(=O)OC/C1=C/CC[C@@]3(C)O[C@H]3[C@H]3OC(=O)C(=C)[C@@H]3CC1)=C\CC[C@@]1(C)O[C@@H]21	-19*	7.4*	-9.1*	2.7*	4.3*	-19*	-12*	0.3*
22	NC(=O)N1c2ccccc2CC(=O)c2ccccc21	101	114	120	98	108	106	112	/
23	C=CCN1C(=O)c2cccc3c(NC(=O)CN4CCCC4)ccc(c23)C1=O	68	/	93	73	109	92	85	82
24	C#Cc1cccc(Nc2ncnc3cc(NC(=O)CCl)ccc23)c1	-16*	-16*	-44*	-70*	-71*	-61*	-19*	-37*
25	N/C(=N\c1nc2ccccc2s1)NC(=O)Nc1ccccc1F	21	13	16	20	-18*	-12*	6.0*	21
26	O=C(OCCOC(=O)c1ccccc1)c1ccccc1	102&51	97&117	113&136	109&111	113&102	103&114	102&77	106&113
27	NS(=O)(=O)c1ccc(NC(=O)CSc2ccc(-c3ccc(Cl)cc3)nn2)cc1	90	91	98	70	92	80	89	80
28	CCCCCN(/C=C\c1cc(Cl)ccc1OC)CCCCC	113	113	106	90	103	93	131	84
29	O=C(/C(=N/O)S(=O)(=O)c1ccccc1)c1cccs1	104	93	101	109	105	101	98	86
30	COc1ccc(/C=N/C2=C(C#N)C(c3ccccc3Cl)c3ccc4ccccc4c3O2)cc1 (configuration not stated)	86	98	95	70	105	93	102	/
31	O=C(Nc1ccccc1)c1cc(-n2cnc([N+](=O)[O-])c2)cc(-n2cnc([N+](=O)[O-])c2)n1	94	87	86	89	122	/	89	84
32	CO[C@H](C(=O)[C@@H](O)[C@@H](C)O)[C@@H]1Cc2cc3cc(O[C@H]4C[C@@H](O[C@H]5C[C@@H](O)[C@H](O)C(C)O5)[C@H](O)C(C)(O)O4)cc(O)c3c(O)c2C(=O)[C@H]1O[C@H]1C[C@@H](O[C@H]2C[C@@H](O[C@H]3C[C@@H](OC)[C@H](O)C(C)O3)[C@@H](O)C(C)O2)[C@H](O)C(C)O1 (some centres not stated)	38	30	27	25	25	14	54	24
33	C=C1CC[C@@H]2[C@](C)(COC(C)=O)[C@H](OC(C)=O)CC[C@@]2(C)[C@@H]1CC(NC(=O)c1cnccn1)C1=CCOC1=O (some centres not stated)	91	76	76	100	102	72	67	88
34	O=C1Nc2ccc(Cl)cc2/C1=N/c1n[nH]c(=S)s1	113	99	99	102	103	98	99	96
35	Cc1nnc(NCc2cc(Cl)cc(Cl)c2O)nc1C	98	95	93	100	96	95	91	76
36	Cc1ccc(N2CCN(C3=C(Cl)C(=O)c4ncccc4C3=O)CC2)cc1	14	6.3*	12	25	-81*	-64*	5.4*	4.6*
37	CCCCOc1ccc(NC(=O)n2nc(N=NN(CC)CC)c3ccc(Cl)cc32)cc1	/	/	94	97	92	84	94	/
38	NNC(=O)CSc1nc2ccccc2c(=O)n1CCc1ccc(S(N)(=O)=O)cc1	82	83	109	88	98	90	104	89
39	c1ccc(CSc2ncccc2-c2nnc(NCCN3CCOCC3)s2)cc1	62	83	84	52	100	60	63	74
40	O=C(Nc1nc2c(s1)CCc1cn(S(=O)(=O)c3ccccc3)cc1-2)c1ccccc1	68	63	59	73	87	82	73	67

A section of the results above, for reference:
#	SMILES	MOLT-4	K-562	RPMI-8226	MDA-MB-231	MDA-MB-435	MDA-MB-468	CCRF-CEM	SR
39	c1ccc(CSc2ncccc2-c2nnc(NCCN3CCOCC3)s2)cc1	62	83	84	52	100	60	63	74
40	O=C(Nc1nc2c(s1)CCc1cn(S(=O)(=O)c3ccccc3)cc1-2)c1ccccc1	68	63	59	73	87	82	73	67

Continued.
#	SMILES	MOLT-4	K-562	RPMI-8226	MDA-MB-231	MDA-MB-435	MDA-MB-468	CCRF-CEM	SR
41	Oc1ccc2ccccc2c1CNc1nc2ccccc2[nH]1	68	77	69	87	97	81	68	89
42	COc1ccc2nc(C)c(C)nc2c1	112	114	103	110	108	113	112	83
43	O=C(NCCO)c1cccnc1	107	95	95	112	106	94	81	103
44	CCOC(=O)C(CC)n1c(=O)c2cc(OC)c(OC)cc2c2cnc3[nH]ccc3c21 (configuration not stated)	54	/	70	70	88	84	81	/
45	COCCCN1CCN(c2ccccc2OC)CC1	/	/	87	103	109	105	/	/
46	Cn1c(=O)c2[nH]c(CCCCCCCc3nc4c([nH]3)c(=O)n(C)c(=O)n4C)nc2n(C)c1=O	110	104	99	85	102	62	102	95
47	O=C(O)c1cc(Cl)nc(Cl)n1	99	111	94	93	104	95	/	96
48	COc1cccc(/C=C2\Oc3cc(OC)ccc3C2=O)c1	115	105	114	113	97	98	110	95
49	O=[N+]([O-])c1cccc(-c2nc3sccn3c2-c2ccnc(NCCCNS(=O)(=O)c3ccc(Cl)cc3)n2)c1	14	27	16	71	33	13	17	61
50	Clc1cccc(N/N=C/c2c[nH]c3ccc(Br)cc23)n1	-20*	-26*	1.8*	-68*	-0.8*	-10*	-15*	-14*
51	C=CCCCC(OC(=O)CCCCCCC)c1ccc(C(OC(=O)CCCCCCC)c2cccnc2)o1 (configuration not stated)	97	115	102	98	114	/	87	102
52	CC(C)(C)OC(=O)Nc1ccc(-c2cccc(Oc3ccc4nnc(Cl)n4n3)c2)cc1	46	31	43	84	84	62	60	36
53	Cc1nn2c(CO)c(C)nc2s1	101	99	105	101	104	/	97	103
54	CC(C)(CCC(=S)N1CCOCC1)C1CCCCC1	108	100	116	99	90	82	108	94
55	ClCCOCCn1cnc2c(Cl)nc(Cl)nc21	80	28	93	58	81	-36*	/	41
56	CCOC(=O)c1cn2c3c(cc(C)cc3c1=O)C(=O)/C(=C/c1cccc(Cl)c1Cl)C2	95	98	94	100	100	103	102	/
57	O=C(Cc1ccccc1)Nc1nnc(OC2CCN(c3nnc(NC(=O)Cc4ccccc4)s3)CC2)s1	77	64	57	40	47	74	80	55
58	CCCNC(=O)c1c(C)oc2ncnc(Nc3cccc(Cl)c3)c12	95	90	95	88	103	82	94	86
59	C=CCN(CC=C)CCN1C(=O)c2c(c3c4ccccc4n(C4CC(O)C(O)C(C)O4)c3c3[nH]c4ccccc4c23)C1=O (configuration not stated)	60	69	82	78	82	89	73	25
60	O=[N+]([O-])c1cccc2cc(S(=O)(=O)O)ccc12	86	81	99	105	110	112	95	103
61	CC1(C)N=C(N)NC(=NCCCOc2ccc([N+](=O)[O-])cc2)N1	96	98	102	104	105	106	/	103
62	C1=C(Cc2ccccc2)n2cnc3ncnc(c32)S1	31	14	28	35	27	-12*	59	37
63	O=C(/C=C/c1ccccc1)c1cccc(N=Cc2ccccc2O)c1	60	64	21	92	98	95	89	41
64	O=C(C[n+]1ccccc1)c1ccc(-c2ccccc2)cc1	87	88	94	118	103	111	55	90
65	Oc1ccc2ccccc2c1N=Nc1ccc(N=Nc2ccccc2)cc1	96	94	111	101	112	113	103	111
66	CC12CCC(CC1)C2(C)C	96	115	100	102	119	105	90	111
67	Cc1ccc(S(=O)(=O)Nn2c3c(cc(-c4nc5ccccc5s4)c2=O)CCCCCC3)cc1	100	98	98	93	103	110	105	98
68	COc1c(/C=N/N=c2sc(C(C)=O)nn2-c2ccc([N+](=O)[O-])cc2)c(O)cc2oc(C)cc(=O)c12	102	95	100	91	97	116	92	102
69	CC(=O)c1cc2c(cc1O)OC1=C(c3cc4cc(C(C)=O)c(O)cc4o3)CCC(c3cc4cc(C(C)=O)c(O)cc4o3)(c3cc4cc(C(C)=O)c(O)cc4o3)C12 (configuration not stated)	95	109	90	89	115	132	104	65
70	CC(C)=NOCCC#N	74	96	113	117	116	107	110	75
71	Nc1nc2ccccc2c2c(=O)c3ccc(Cl)cc3sc12	94	91	96	91	101	3.5*	94	84
72	CC(C)NC1CCC(Nc2ccnc3cc(Cl)ccc23)CC1 (configuration not stated)	69	56	76	77	96	62	-32*	84
73	CCCS(=O)(=O)Oc1ccc(C(=O)CC2(O)C(=O)Nc3ccccc32)cc1 (configuration not stated)	100	91	97	91	106	102	98	98
74	C[C@@H](C[C@H](CCOCc1cccnc1)c1ccccc1)c1cc2ccccc2o1	84	81	75	98	103	99	94	/
75	CCn1c(N/N=C\c2ccc(OC)cc2)nc2c1c(=O)n(C)c(=O)n2C	96	95	106	99	101	109	96	89
76	Cc1cccc(N=NC(=S)NNc2cccc(C)c2)c1	98	105	96	93	112	116	87	107
77	O=C(Nc1ccccc1)C1CN(Cc2ccco2)CCS1 (configuration not stated)	83	84	91	101	97	96	79	90
78	O=C(Cn1cc(C2CCCCC2)nn1)Nc1nc2ccccc2s1	108	104	105	102	109	105	94	101
79	Cc1ccc(C)c2c1sc1nnc(Cl)c(=O)n12	88	92	104	107	109	91	98	89
80	COc1cc2c(cc1OC)CN(CCCCOc1cc(O)c3c(=O)cc(-c4ccccc4)oc3c1)CC2	20	-6.8*	24	39	68	-7.3*	32	-14*
81	NC(=O)c1ccc[n+]([O-])c1	98	104	97	116	103	76	92	95
82	NC1=NC(Cn2nc(-c3ccccc3)c3ccccc3c2=O)=NNC(=O)N1	100	104	101	96	108	114	93	100
83	COc1ccc(/C=C2\CN(C)CC3C2=NN(c2ccc(S(N)(=O)=O)cc2)C3c2ccc(OC)cc2)cc1 (configuration not stated)	61	83	48	93	86	86	82	/
84	Cn1cc[nH]c1=S	110	128	103	107	100	98	95	/
85	OCC#CC#CCO	100	108	110	112	126	115	101	98
86	COc1cc(C(NC(=O)N2C(=O)C=CC2=O)NC(=O)N2C(=O)C=CC2=O)ccc1O	77	92	/	97	102	119	70	/
87	CCN1CCN(CC(=O)Nc2nc3ccc(NCc4ccc(F)cc4)cc3s2)CC1	85	59	77	91	93	86	87	80
88	Cc1ccc(Nc2nc(N)nc(CSc3n[nH]c(N)n3)n2)cc1	101	99	107	102	98	105	103	110
89	Cc1ccc(C2=NN(c3ccc(S(N)(=O)=O)cc3)C(c3cn(-c4ccccc4)nc3-c3ccccc3)C2)cc1 (configuration not stated)	19	22	40	83	63	112	40	12

A few values from the list.
`OCC#CC#CCO` – CCRF-CEM: 101
`CCN1CCN(CC(=O)Nc2nc3ccc(NCc4ccc(F)cc4)cc3s2)CC1` – MDA-MB-231: 91
`Cc1ccc(C2=NN(c3ccc(S(N)(=O)=O)cc3)C(c3cn(-c4ccccc4)nc3-c3ccccc3)C2)cc1` (configuration not stated) – MDA-MB-435: 63
`Cc1ccc(Nc2nc(N)nc(CSc3n[nH]c(N)n3)n2)cc1` – MDA-MB-231: 102
`COc1cc(C(NC(=O)N2C(=O)C=CC2=O)NC(=O)N2C(=O)C=CC2=O)ccc1O` – K-562: 92
`NC1=NC(Cn2nc(-c3ccccc3)c3ccccc3c2=O)=NNC(=O)N1` – MOLT-4: 100
`Cn1cc[nH]c1=S` – CCRF-CEM: 95

Exported with two lines to a compound: entries from further up
Results follow in this order: MOLT-4 | K-562 | RPMI-8226 | MDA-MB-231 | MDA-MB-435 | MDA-MB-468 | CCRF-CEM | SR
85) OCC#CC#CCO
    100 | 108 | 110 | 112 | 126 | 115 | 101 | 98
86) COc1cc(C(NC(=O)N2C(=O)C=CC2=O)NC(=O)N2C(=O)C=CC2=O)ccc1O
    77 | 92 | / | 97 | 102 | 119 | 70 | /

Random draw from the library, and some 16% of all compounds hit somewhere here.
